TDP1 cell CPT = growth inhibition of DT40 Tdp1-/-;hTDP1 cells with camptothecin (screen for TDP1 inhibitors). chicken DT40 Tdp1-/-;hTDP1 cells + 20 nM CPT, ATP luminescence, 48 h. 420,000 compounds, 12% hits. Potency, µM (series often up to 46.2 µM), for the others: top-dose activity change, negative = growth inhibition, usual class: inhibitors. AID 686979; also: nearly all actives have a fitted effect of over 55% in size
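Cell growth measured by CellTiter-Glo luminescence after a minimum 48 h, 37 C compound exposure with 20 nM CPT in Tdp1-knockout DT40 cells stably expressing hTDP1, seeded 400/well; qHTS titration format.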
TDP1 inh = TDP1 (human) enzyme inhibition. Q9NUW8. recombinant TDP1, AlphaScreen DNA substrate cleavage. Potency, µM (top dose mostly 130 µM), for the others: top-dose activity change, negative = inhibition, most hits filed as inhibitors. 350,000 compounds, 0.28% hits. AID 485290; also: nearly all actives have a fitted effect of over 40% in size
Target sequence (Q9NUW8 whole entry, looked up): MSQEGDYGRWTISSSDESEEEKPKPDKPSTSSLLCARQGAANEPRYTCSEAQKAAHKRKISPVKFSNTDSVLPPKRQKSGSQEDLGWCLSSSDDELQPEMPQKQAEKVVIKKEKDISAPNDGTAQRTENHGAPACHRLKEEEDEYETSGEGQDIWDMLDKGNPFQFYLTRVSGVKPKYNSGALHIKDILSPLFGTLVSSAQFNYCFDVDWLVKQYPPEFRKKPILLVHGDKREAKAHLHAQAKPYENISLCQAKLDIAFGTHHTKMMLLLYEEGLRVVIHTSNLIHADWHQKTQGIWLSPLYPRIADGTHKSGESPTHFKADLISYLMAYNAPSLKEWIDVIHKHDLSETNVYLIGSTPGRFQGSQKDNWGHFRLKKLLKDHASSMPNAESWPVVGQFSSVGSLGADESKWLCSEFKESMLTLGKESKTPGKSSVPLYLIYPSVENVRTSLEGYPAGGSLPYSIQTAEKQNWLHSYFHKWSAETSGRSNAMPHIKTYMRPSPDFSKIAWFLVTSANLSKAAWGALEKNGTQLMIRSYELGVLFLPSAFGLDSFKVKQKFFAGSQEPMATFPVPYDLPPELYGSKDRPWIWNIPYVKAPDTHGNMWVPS
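E. coli-derived human Tdp1, 1 nM final. Cpd preinc 15 min RT; substrate 15 nM final, 5 min RT; AS bead mix 10 ug/ml final, 10 min RT. Signal loss = tyrosine-FITC cleavage. No-enzyme wells = max signal.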
TDP1 cell noCPT = qHTS for Inhibitors of human tyrosyl-DNA phosphodiesterase 1 (TDP1): qHTS in cells in absence of CPT. DT40 Tdp1-/- hTDP1 cells, no CPT, ATP luminescence, 48 h. Potency, µM (doses to about 46.2 µM), for the others: at the highest dose activity change, negative = growth inhibition, actives largely listed as inhibitors. 420,000 compounds, 15% hits; also: nearly all actives have a fitted effect of over 55% in size
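Readout: luminescence from CellTiter-Glo after 30 min in the dark at RT. Cells: DT40 Tdp1-/- with stable hTDP1, 400/well. Exposure: compounds alone, ≥48 hr, 37 °C.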
* hit, by the source's call; ? = inconclusive; . = not tested or not shown; [ ] = another dose, or the depositor's remark. Calls follow the shape of the dose curve; as a rule, active = well fitted curve in the direction sought with a large enough effect; inconclusive = small, poorly fitted or top-dose-only effect, or another doubt; inactive = no such curve, though single readings can be large; an effect the other way counts as inactive or inconclusive. % is scaled to controls: 0 for no effect and ±100 for the full control effect; potency is read from the fitted curve at half-maximal effect.

Order of results – TDP1 cell noCPT	TDP1 cell CPT	TDP1 inh
#1 CCc1nnc(NC(=O)CSc2ccc(-c3nc4ccccc4[nH]3)cn2)s1
→ -25%	-14%	2%
#2 O=C(NCc1ccccc1)C1C2C=CC3(CN(Cc4cccnc4)C(=O)C13)O2 (centres undefined)
→ -1%	3%	1%
#3 Cc1cc(C(=O)NCc2cc(C(=O)O)oc2C)c(C)o1
→ 5%	-7%	-3%
#4 Cc1cc(C)c2c3c(sc2n1)C(c1ccccc1)C(C#N)=C(N)O3 (centres undefined)
→ -23%	-20%	5%
#5 O=C(COc1ccc(C(=O)c2ccc(F)cc2)cc1)NCc1ccc(F)cc1
→ 4.6µM*	3.3µM*	-8%
#6 Cc1cc(N2CCCCC2)nc(NCc2ccccc2)n1
→ 7.3µM*	10µM*	4%
#7 COc1ccc(C2CC(c3ccccc3)Nc3nc(NC(=O)c4cccs4)nn32)cc1 (centres undefined)
→ -22%	-105%	14%
#8 COc1ccc(NC(=O)CCSCCc2ccccn2)cc1OC
→ -2%	17%	2%
#9 CCOC(=O)c1sc2ccccc2c1S(=O)(=O)Nc1cccc(C(F)(F)F)c1
→ ?	?	5%
#10 CCN1CCc2nc(SCC(=O)Nc3ccc(OC)cc3)c(C#N)cc2C1
→ ?	?	3%
#11 Cc1cccc(CN2C(=O)N(c3ccc(C(C)C)cc3)S(=O)(=O)c3ccccc32)c1
→ 23µM*	?	0%
#12 Cc1ccc2[nH]c(=O)c3cc(C(=O)NCCC(C)C)sc3c2c1
→ ?	?	.
#13 O=C(Nc1cc(C(F)(F)F)ccc1N1CCOCC1)C1=COCCO1
→ -15%	-1%	3%
#14 CCCC(=O)N1CCC1(C)C(=O)Nc1ccc2nc(C)ccc2c1 (centres undefined)
→ -29%	-18%	.
#15 Cc1ccc(CN2CCC(CNC(=O)C3CCCN(c4ncnc5c4nc4n5CCCCC4)C3)CC2)cc1 (centres undefined)
→ ?	?	8%
#16 O=C(NC1CCN(C(=S)NCCc2ccccc2)CC1)C1CCCCC1
→ 0%	0%	5%
#17 CCOC(=O)Cc1csc(NC(=O)c2ccc(NC(C)=O)cc2)n1
→ -9%	-13%	0%
#18 Cc1cc(C)cc(NC(=O)CC2NCCNC2=O)c1 (centres undefined)
→ -3%	3%	5%
#19 COC(=O)C1(C(=O)OC)C[C@H](/C=C/c2ccccc2)N(Cc2ccccc2OC)[C@@H]1c1cccs1
→ 23µM*	26µM*	.
#20 C=CCNC(=O)COc1c(C)ccc(C)c1C
→ 2%	-4%	-5%
#21 COC(=O)Cn1cc([N+](=O)[O-])nc1C
→ -9%	-5%	2%
#22 CCOC(=O)c1ccc(NC(=S)N2CCCC(C)C2)cc1 (centres undefined)
→ ?	-1%	-8%
#23 COc1ccc(-c2nnc(SCC(=O)N3CCCC(C)C3)o2)c(OC)c1 (centres undefined)
→ ?	?	6%
#24 COc1ccc(C(=O)Nc2nc3ccccc3s2)cc1OC
→ -10%	2%	6%
#25 COc1ccc(CCNS(=O)(=O)c2c(N)n(C)c(=O)n(C)c2=O)cc1OC
→ 13%	0%	0%
#26 CCN(CC)CCCNc1ncnc2c1cnn2-c1ccc(C)c(C)c1
→ 16µM*	?	3%
#27 COc1cccc(C(=O)Cn2c(=O)n(CC3CCCO3)c(=O)c3ccccc32)c1 (centres undefined)
→ ?	?	4%
#28 CO/N=C/c1cn(-c2ccc(Cl)cc2)nn1
→ 1%	-2%	-6%
#29 CCc1c(C)sc2c1CCN(Cc1cccc(OC)c1)C2c1ccccc1 (centres undefined)
→ 5.2µM*	7.3µM*	1%
#30 OC(c1ccccc1)C(NCCNCc1ccccc1)c1ccccc1 (centres undefined)
→ ?	?	.

Whole records as entered above. Values in the order: TDP1 cell noCPT | TDP1 cell CPT | TDP1 inh
Cc1cc(N2CCCCC2)nc(NCc2ccccc2)n1 across the screens: 7.3µM* | 10µM* | 4%
Cc1cc(C)c2c3c(sc2n1)C(c1ccccc1)C(C#N)=C(N)O3 (centres undefined) across the screens: -23% | -20% | 5%
Cc1cc(C(=O)NCc2cc(C(=O)O)oc2C)c(C)o1 across the screens: 5% | -7% | -3%
O=C(Nc1cc(C(F)(F)F)ccc1N1CCOCC1)C1=COCCO1 across the screens: -15% | -1% | 3%
CCOC(=O)c1ccc(NC(=S)N2CCCC(C)C2)cc1 (centres undefined) across the screens: ? | -1% | -8%

Gathered by group: those above containing an NH in an aromatic ring (2)
Order of results – TDP1 cell noCPT	TDP1 cell CPT	TDP1 inh
#1 CCc1nnc(NC(=O)CSc2ccc(-c3nc4ccccc4[nH]3)cn2)s1
→ -25%	-14%	2%
#12 Cc1ccc2[nH]c(=O)c3cc(C(=O)NCCC(C)C)sc3c2c1
→ ?	?	.

Other entries
Order of results – TDP1 cell noCPT	TDP1 cell CPT	TDP1 inh
#31 Oc1ccccc1Nc1ncnc2c1oc1ccccc12
→ -29%	-21%	3%
#32 O=C(CCn1c(=O)oc2ccccc21)N1CCN(c2ccccc2F)CC1
→ 4%	-8%	2%
#33 Cc1ccsc1C(=O)N1CC(=O)Nc2ccccc21
→ 23µM*	?	-2%
#34 Cc1onc(-c2ccccc2)c1C(=O)N/N=C/c1ccco1
→ 0%	-29%	1%
#35 CCCCCCNS(=O)(=O)c1ccccc1Br
→ ?	?	-3%
#36 COc1ccc(C2CC(C(F)(F)F)n3ncc(C(=O)O)c3N2)cc1OC (centres undefined)
→ -4%	-4%	4%
#37 Nc1scc2c(C(=O)N/N=C/c3ccc(Cl)cc3)nn(-c3ccccc3)c(=O)c12
→ 7.3µM*	8.2µM*	.
#38 COC(=O)[C@]12CCCCC=C1N(CCc1ccc(OC)c(OC)c1)C(=O)[C@H](CC(=O)N1CCN(C(=O)C3CC3)CC1)C2
→ -26%	-24%	.
#39 Cc1ccc(NC(=O)CS(=O)CC(=O)NC2CCN(Cc3ccccc3)CC2)c(C)c1 (centres undefined)
→ -7%	-15%	4%
#40 Cc1cc(C)n(CCO)c(=O)n1
→ -2%	-10%	2%
#41 Cc1cc2oc(=O)cc(CN3CCCCCCC3)c2cc1Cl
→ ?	?	.
#42 CC(=O)Nc1ccc(NC(=O)COc2cc(O)c3c(c2)OC(C)(C)CC3=O)cc1
→ ?	?	.
#43 CCOCCc1nnc(NC(=O)c2cccc(F)c2)s1
→ -18%	?	1%
#44 COCc1cc(=O)n2[nH]c(-c3cccc(Br)c3)cc2n1
→ ?	-3%	4%
#45 Cc1sc2ncn(CC(=O)NCC(=O)N3CCN(c4ccccc4F)CC3)c(=O)c2c1C
→ 8%	-2%	1%
#46 CCc1ccc(N(C(=O)c2ccoc2C)C(C(=O)NC2CCCC2)c2ccc(OC)cc2)cc1 (centres undefined)
→ 18µM*	23µM*	5%
#47 COc1ccc(-c2ccc(/C=N/NC(=O)c3cccnc3)o2)c([N+](=O)[O-])c1
→ 16µM*	?	.
#48 O=C(CN1C(=O)CSc2ccc(S(=O)(=O)N3CCCC3)cc21)NCc1ccc(Cl)cc1
→ ?	?	3%
#49 CC(=O)c1sc2nc(SCC(=O)N3CCCCC3)[nH]c(=O)c2c1C
→ -2%	-8%	-13%
#50 Cc1ccc2c(c1)c(=O)c1ccccc1n2CCCC(=O)Nc1ccc(Cl)cc1C
→ ?	?	5%[12.3 µM]
#51 CCOc1ccccc1NC(=O)c1cc(-c2ccncc2)nc2c(Cl)cccc12
→ ?	?	-5%
#52 NS(=O)(=O)c1cccc(NC(=O)COC(=O)Cn2cnc3ccccc32)c1
→ 18%	1%	-1%
#53 COc1ccc(NC(=O)c2ccco2)cc1N
→ ?	?	-2%
#54 CC(=O)Nc1ccc(Nc2nc3ccccc3nc2NS(=O)(=O)c2ccccc2)cc1
→ 6%	11%	.
#55 CCOC(=O)c1sc(N/N=C/c2cccc(C)c2)nc1C
→ ?	?	4%
#56 COc1ccc(-c2cc(C(=O)N/N=C(\C)c3cccnc3)c3cc(C)ccc3n2)cc1OC
→ 1.2µM*	8.2µM*	4%
#57 O=C(CCN1c2ccccc2Sc2ccccc21)Oc1ccccc1
→ -7%	-8%	3%
#58 Cc1cc(C)cc(-n2c(SC(C)C(=O)NCc3ccc4c(c3)OCO4)nc3ccccc3c2=O)c1 (centres undefined)
→ 15µM*	13µM*	4%
#59 CCc1sc(C(=O)NC2CCN(C)CC2)cc1Br
→ ?	-20%	8%
#60 COC(=O)c1cn(-c2ccccc2)nc1-c1ccc(OC)cc1
→ ?	-2%	2%
#61 COCCCN1C(=O)C(CC(=O)NC(c2ccccc2)c2ccccc2)CC(C(=O)N(C(C)C)C(C)C)=C1C (centres undefined)
→ ?	?	.
#62 Cc1cc(C)cc(NC(=O)C(OC(=O)c2ccc(NC(=O)CC#N)cc2)c2ccccc2)c1 (centres undefined)
→ ?	?	.
#63 COC(=O)CCC(=O)N(CCN(C(=O)CCC(=O)OC)c1ccccc1)c1ccccc1
→ -16%	7%	0%
#64 O=C(CSc1nnc2ccccn12)NNC(=O)c1cccc([N+](=O)[O-])c1
→ 6%	9%	1%
#65 COc1ccc(N(C(=O)c2snc(C(N)=O)c2N)C(C(=O)NCC2CCCO2)c2ccc3ncccc3c2)cc1OC (centres undefined)
→ -9%	-2%	.
#66 O=C(CCC1N=C2c3ccccc3N=C(SCC(=O)Nc3cccc(Cl)c3)N2C1=O)NCc1ccco1 (centres undefined)
→ ?	?	-2%[12.3 µM]
#67 O=C(NCc1cc(C(F)(F)F)ccc1F)C1CCC(=O)N(C2CC2)C1 (centres undefined)
→ -2%	-3%	2%[56.1 µM]
#68 CC(/C=N/NC(=O)c1nnn(-c2nonc2N)c1CN(C)C)=C\c1ccco1
→ -22%	-19%	-2%
#69 COc1cccc(N2CCN(S(=O)(=O)c3cc(-c4cc(C)no4)ccc3C)CC2)c1
→ 18µM*	?	-3%
#70 O=C(O)Cc1sc(Nc2cccc3ccccc23)nc1-c1ccccc1
→ -12%	-5%	8%
#71 CCCN(CC(=O)Nc1ccccc1OC)C(=O)c1ccc(=O)[nH]c1
→ 9%	?	.
#72 COc1ccc(NC(=O)C[C@H]2C(=O)N(c3ccc(OC)cc3)C[C@@H]2CSC)cc1
→ ?	-23%	.
#73 Cn1cccc1/C=C1\Cc2ccccc2C1=O
→ -17%	-3%	5%
#74 Cc1oc(-c2ccccc2F)nc1CS(=O)(=O)CC(=O)NCc1ccco1
→ -24%	-12%	3%
#75 CCCCc1c(C)nc(N2CCCC2)[nH]c1=O
→ -12%	10%	4%
#76 O=C1CN(C(=O)COC(=O)CCNS(=O)(=O)c2ccc(Cl)cc2)c2ccccc2N1
→ -13%	-9%	.
#77 CCC(=O)c1ccc(OCC(O)CNCCc2ccc(Cl)cc2)cc1 (centres undefined)
→ ?	?	.
#78 Cc1ccnc(SCCn2c(N3CCN(Cc4ccccc4)CC3)nc3c2c(=O)[nH]c(=O)n3C)n1
→ -29%	?	-2%
#79 CCCN(CC(=O)Nc1ccc(F)c(F)c1F)C(=O)Cc1ccc(S(=O)(=O)N2CCOCC2)s1
→ ?	-13%	6%
#80 COc1ccccc1NC(=O)CN1CCC(c2nc3ccc(C)cc3[nH]2)CC1
→ -5%	-7%	0%
#81 COc1ccc(/C=C2\SC(=S)N(CC(=O)N(C)C3CCS(=O)(=O)C3)C2=O)cc1 (centres undefined)
→ 6%	-19%	2%
#82 O=C(NNC(=O)c1cc(-c2ccc(Cl)cc2)nc2ccccc12)c1csc(N2CCOCC2)n1
→ ?	6%	-11%[0.505 µM]
#83 Cc1ccc(NC(=O)C2CCCN(c3ncnc4onc(-c5ccc(F)cc5)c34)C2)c(Cl)c1 (centres undefined)
→ ?	?	3%
#84 O=C(CCN=C1NS(=O)(=O)c2ccccc21)OCC(=O)c1ccc(F)cc1
→ -7%	-14%	-4%[0.505 µM]
#85 CC1CCN(C(=O)C2CCC(CNc3c(N4CCCCC4)c(=O)c3=O)CC2)CC1 (centres undefined)
→ -1%	-13%	.
#86 COc1cc(NC(=O)CN2C(=O)C(c3ccc(C)cc3)=NC23CCCCC3)cc(OC)c1
→ ?	?	0%
#87 CC(C(=O)N1CCCCC1)N(C)CC(=O)Nc1ccc(F)c(F)c1F (centres undefined)
→ 5%	-3%	.
#88 CC(=O)Nc1ccc(S[C@@H](CCN2CC[C@H](C(C)(C)C)CCC2=O)c2ccccc2)cc1
→ 18µM*	21µM*	2%
#89 O=C(COC(=O)c1ccc([N+](=O)[O-])s1)Nc1ccc(F)cc1
→ 8%	-10%	3%
#90 O=C(O)CC(NNC(=O)c1ccccc1)C(=O)Nc1cccc([N+](=O)[O-])c1 (centres undefined)
→ 28%	2%	4%
#91 CC1=C(C(=O)OCCCCCl)C(c2cc3c(cc2Br)OCO3)NC(=O)N1 (centres undefined)
→ ?	-27%	.

Taken from above.
In TDP1 inh, cpd 88 shows 2%
In TDP1 cell noCPT, cpd 69 shows 18µM*

Compound activity (PubChem BioAssay)
